CDK5 p35 inh: inhibitors of human CDK5/p35 kinase | Q00535+Q15078 | Recombinant CDK5/p35, ADP-Glo luminescence, 60 min | inhibition, % at 10 µM | 330,000 tested, 0.01% active;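 active means highest replicate inhibition of at least 50% and at least 75% of replicates reaching 50%; inconclusive means only one of the two criteria met; inactive means both criteria failed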;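 further: plate controls were DMSO neutral control for no effect and GW8510 at 10 µM for full effect; many of its hits are not listed in these tables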
Cardiac RTF inh: cardiac RTF calcium desensitization; AID 493244; IANBD-labeled cardiac RTF, Ca2+ fluorescence; inhibition, % at 7.15 µM; P19429+P45379; 340,000 tested, 0.12% active;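 active means inhibition above the mean inhibition of all tested compounds plus 3 SD, cut at about 17% in these data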;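 further: assay run at fixed EC70 calcium of 1.6 mM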
PvdQ acylase: blocks Pseudomonas aeruginosa PvdQ acylase activity; inhibition, % at 10 µM; purified PvdQ acylase, fluorescence plate reader; 340,000 tested, 0.063% active; in the data active means inhibition above about 30%, passing the limit was not always enough; inconclusive means no clear call, values can overlap the other calls;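 further: 0% = vehicle neutral wells and 100% = reference inhibitor wells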
Rtt109 Vps75: blocks Candida albicans Rtt109/Vps75 acetyltransferase activity; purified Rtt109/Vps75, ThioGlo CoA-SH fluorescence, 4 h; inhibition, % at 34.9 µM; 330,000 tested, 0.16% active; AID 540336;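 active means inhibition of at least 50% in every replicate; inconclusive means best replicate reaches 50% inhibition but some replicates fall short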
Target sequence (Q5AAJ8 whole entry, looked up): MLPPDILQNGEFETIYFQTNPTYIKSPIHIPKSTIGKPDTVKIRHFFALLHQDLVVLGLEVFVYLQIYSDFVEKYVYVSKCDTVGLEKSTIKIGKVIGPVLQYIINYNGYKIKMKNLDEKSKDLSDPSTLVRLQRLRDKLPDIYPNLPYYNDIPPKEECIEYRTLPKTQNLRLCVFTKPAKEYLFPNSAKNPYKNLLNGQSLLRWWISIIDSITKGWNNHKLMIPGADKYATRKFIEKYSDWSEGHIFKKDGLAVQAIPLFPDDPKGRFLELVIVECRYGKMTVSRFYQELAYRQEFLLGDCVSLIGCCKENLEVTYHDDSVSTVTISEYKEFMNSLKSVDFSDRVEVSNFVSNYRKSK
NSD2 HMT inh: blocks human histone methyltransferase NSD2. O96028. NSD2 peptide methylation, AlphaScreen, 120 min. inhibition, % at 12.5 µM. 310,000 tested, 0.54% active; in the data active means inhibition above about 50%
Mot1-301 SUMO: SUMOylation pathway inhibition by Mot1-301 growth rescue; AID 2716; 320,000 tested, 1% active; S. cerevisiae Mot1-301 growth rescue, ATP luminescence, 38.5C; percent above DMSO median, 100 means doubled; growth rescue, % at 18.8 µM;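 active means every valid replicate shows activation above 250% relative to neutral control wells; inactive means the rest, any valid replicate at or below 250%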;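 further: OY570 slx delta 5 strain wells were the positive control but not used for scaling; some compounds called inactive have numbers as strong as hits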
LANA DNA inh: KSHV C-LANA DNA binding inhibition; 340,000 tested, 0.078% active; inhibition, % at 9 µM; AID 504423; MBP-C-LANA/FAM-LBS DNA binding, fluorescence polarization;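 active means highest replicate inhibition at or above 60% at 9 µM, even if other replicates fall short; inactive means all replicates below 60% inhibition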;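 further: 0% = neutral control wells and 100% = 4 µM acridine orange control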
cardiac RTF act: cardiac RTF calcium sensitization. activation, % at 7.2 µM. IANBD-labeled TnC RTF fluorescence at EC20 calcium; 0% EC20 calcium, 100% full calcium. 340,000 tested, 0.24% active. P19429+P45379;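 active means activation above the mean over all tested compounds plus 3 SD, cut at about 30% in these data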;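 further: rise in fluorescence read as greater calcium sensitivity of cardiac thin filaments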
Keap1 Nrf2 FP: disrupts human Keap1 binding to Nrf2 peptide; Q14145; 340,000 tested, 0.15% active; Keap1 Kelch-Nrf2 peptide fluorescence polarization, 1536-well; inhibition, % at 9.4 µM; in the data active means inhibition above about 12%; inconclusive means no clear call, values can overlap the other calls; inactive means below about 7.3%;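 further: human Keap1 Kelch domain with fluorescein labeled Nrf2 9mer peptide probe; 0% = neutral control wells and 100% = peptide positive control; higher means more block of Keap1 binding to Nrf2 peptide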
Target sequence (Q14145 whole entry, looked up, the tested form may be a part): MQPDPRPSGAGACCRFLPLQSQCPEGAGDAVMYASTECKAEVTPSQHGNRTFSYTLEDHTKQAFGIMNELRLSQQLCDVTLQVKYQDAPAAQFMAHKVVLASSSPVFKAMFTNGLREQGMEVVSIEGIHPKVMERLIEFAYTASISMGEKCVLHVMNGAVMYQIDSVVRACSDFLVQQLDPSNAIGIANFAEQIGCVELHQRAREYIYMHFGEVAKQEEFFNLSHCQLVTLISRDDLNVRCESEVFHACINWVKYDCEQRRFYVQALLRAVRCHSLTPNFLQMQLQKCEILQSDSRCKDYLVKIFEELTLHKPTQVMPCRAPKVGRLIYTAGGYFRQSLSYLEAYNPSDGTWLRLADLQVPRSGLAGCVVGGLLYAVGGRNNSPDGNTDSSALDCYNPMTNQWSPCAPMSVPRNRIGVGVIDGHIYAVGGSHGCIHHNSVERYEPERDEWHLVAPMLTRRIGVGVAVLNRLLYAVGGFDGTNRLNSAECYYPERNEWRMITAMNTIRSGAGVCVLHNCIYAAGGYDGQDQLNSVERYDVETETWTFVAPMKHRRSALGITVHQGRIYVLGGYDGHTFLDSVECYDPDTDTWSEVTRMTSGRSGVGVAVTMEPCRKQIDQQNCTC
PfHsp90 yeast 2: reduces growth (ATP signal) of yeast expressing P. falciparum Hsp90. S. cerevisiae expressing PfHsp90, BacTiter-Glo ATP, 48 h; yeast lacking PDR1 and PDR3 efflux regulators. 310,000 tested, 0.32% active. inhibition, % at 9.4 µM;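 active means every replicate shows inhibition above about 80%, whatever the replicate mean, limit read from the data; inconclusive means mean inhibition reaches the set limit but some replicate falls short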;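 further: 0% = DMSO neutral controls and 100% = 20 µM radicicol positive controls; yeast relying on Plasmodium falciparum Hsp90 in place of its own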
dFosB activator: enhances mouse delta FosB homodimer DNA binding. P13346. purified delta FosB, TAMRA-CDK5 oligo fluorescence polarization; percent of positive-control signal above neutral wells. AID 493131. activation, % at 25 µM. 340,000 tested, 0.99% active;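 active means mean activation above about 17%, with every replicate also reaching it, limit read from the data, passing the limit was not always enough; inconclusive means only one of the two conditions met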;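 further: fluorescence polarization rise as delta FosB binds a TAMRA Cdk5 AP-1 oligo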
An asterisk follows results filed as active; ? = inconclusive; nt = not tested or not shown.

SMILES	CDK5 p35 inh	Cardiac RTF inh	PvdQ acylase	Rtt109 Vps75	NSD2 HMT inh	Mot1-301 SUMO	LANA DNA inh	cardiac RTF act	Keap1 Nrf2 FP	PfHsp90 yeast 2	dFosB activator
c1csc(C(c2nnnn2C2CCCCC2)N2CCN(c3nc4ccccc4s3)CC2)c1 (centres undefined)	-0.8	4	2	-2	0	nt	2.1	-5	-6	72	9
Cc1cc(C(C)(C)C)ccc1OCCN(C)C	0.2	1	-2	6	3	-13	1.3	-1	-1	-2	5
CCOC(=O)c1ccc(NC(=O)c2nc[nH]c2C(=O)NC)cc1	-0.2	-15	9	2	nt	-1	-1.0	-3	1	13	-15
O=[N+]([O-])c1ccc(C[n+]2cccc3ccc4cccnc4c32)cc1	-0.1	-9	-18	-16	-6	600	-1.3	7	-2	-42	1
Cc1cc(-c2cc(C(=O)NCc3ccccc3)on2)nc(NC2CCCC2)n1	-0.1	-8	3	0	nt	14	1.0	-4	-1	nt	-2
Cn1nc(-c2ccc(C(=O)Nc3cccc(Cl)c3)cc2)c2ccccc2c1=O	0.1	9	14	nt	-2	17	-0.8	-2	2	nt	40*
OCCN(CC#CC(O)(c1ccccc1)C1CCCCC1)CCO (centres undefined)	-1.4	-4	-9	-4	6	-3	-0.5	0	-3	-17	4
Cc1cccc(CC(=O)OCn2nnc3ccccc3c2=O)c1	-0.5	-10	-11	3	nt	-12	-2.7	-1	1	8	-1
Cc1cc(C)c(NC(=O)Nc2ccc3c(c2)OCO3)c(C)c1	3.5	-3	3	15	22	15	-0.9	4	2	-16	7
CCCCNS(=O)(=O)c1ccc2nc(SCC(=O)c3ccc(C#N)cc3)[nH]c2c1	4.2	-4	-7	0	16	nt	-0.8	2	-5	0	9
O=C(CN1CCN(S(=O)(=O)c2ccc(Cl)cc2)CC1)N1CCCC1	-1.0	-2	-6	-9	-5	nt	-0.3	-4	1	nt	-6
Cc1cc(F)ccc1N1CCC(N2CCN(C)C(CCO)C2)CC1 (centres undefined)	-1.9	2	-13	-4	-1	15	1.5	0	-3	-8	0
COC(=O)Nc1ccc(S(=O)(=O)N2CCCC(C(=O)N3CCCCC3)C2)cc1 (centres undefined)	2.3	-7	6	5	-7	4	-0.3	1	0	6	0
Cc1cc(C(=O)NCCC2=CCCCC2)ccc1[N+](=O)[O-]	1.1	nt	-5	2	0	429	-0.4	nt	3	10	1
COc1cc(/C=C/C(=O)O)cc(S(=O)(=O)NCCCO)c1OC	0.4	3	11	-2	23	-11	-2.3	1	6	20	-1
CCOC(=O)c1ccc(NC(=O)CS(=O)(=O)c2cn(CC)c3ccccc23)cc1	-1.5	8	6	4	8	122	-0.6	-2	-9	11	-12
COC(=O)c1sc(NC(=O)c2cccc([N+](=O)[O-])c2)c(C(N)=O)c1C	0.0	0	-10	3	0	21	0.3	-7	-5	-28	6
COC(=O)c1cn(C(=O)c2ccc(C)c(C)c2)c2ccccc12	0.7	-2	3	6	-2	3	-0.5	-5	4	1	3
C/C=C(\C)CN1CCc2cc(OC)c(OC)cc2C1	3.3	17	-5	-9	6	-20	-0.2	-3	1	-15	-3
N#CCCN(CCC#N)c1nnc(-c2ccccc2)s1	-2.6	-7	-10	5	-1	-3	0.6	0	-5	13	0
CCOc1ccc2c(c1)-c1c(ssc1=S)C(C)(C)N2C	-3.0	-3	-12	-2	14	231	-0.6	-7	-4	4	-4
COc1ccc(NC(=O)/C(C#N)=C\c2ccc(-c3cc(C(=O)O)ccc3C)o2)cc1	0.5	-10	-10	8	10	-9	3.3	3	-4	-7	-7
O=C(C[C@H]1C/C=C\CC[C@H](Cc2ccc(F)cc2)C(=O)O[C@H](c2ccccc2)CNC1=O)N[C@H](CO)Cc1ccccc1	-2.0	6	-5	6	nt	-10	0.4	-13	3	-4	48*
CCOc1cc(CNc2ncc(-c3ccc(OC)cc3)n2C)ccc1O	0.7	-6	-7	9	-1	-22	0.2	-1	-6	17	-1

Part of the list above in a different format:
Values run as follows: CDK5 p35 inh	Cardiac RTF inh	PvdQ acylase	Rtt109 Vps75	NSD2 HMT inh	Mot1-301 SUMO	LANA DNA inh	cardiac RTF act	Keap1 Nrf2 FP	PfHsp90 yeast 2	dFosB activator
Cc1cc(C(=O)NCCC2=CCCCC2)ccc1[N+](=O)[O-]
→ 1.1	nt	-5	2	0	429	-0.4	nt	3	10	1
COc1cc(/C=C/C(=O)O)cc(S(=O)(=O)NCCCO)c1OC
→ 0.4	3	11	-2	23	-11	-2.3	1	6	20	-1
CCOC(=O)c1ccc(NC(=O)CS(=O)(=O)c2cn(CC)c3ccccc23)cc1
→ -1.5	8	6	4	8	122	-0.6	-2	-9	11	-12

(next part)
SMILES	CDK5 p35 inh	Cardiac RTF inh	PvdQ acylase	Rtt109 Vps75	NSD2 HMT inh	Mot1-301 SUMO	LANA DNA inh	cardiac RTF act	Keap1 Nrf2 FP	PfHsp90 yeast 2	dFosB activator
COc1ccc(C(=O)OCC(=O)NCc2ccc3c(c2)OCO3)cc1[N+](=O)[O-]	-2.5	-11	-8	-1	-1	20	0.4	3	3	-10	-7
Cc1ccc(SCCC(=O)N(C)C)cc1	-0.7	-3	-6	3	0	23	0.2	2	-2	16	-2
O=C(c1cc2cc(F)ccc2[nH]1)N1CCN(c2ccc(F)cc2)CC1	1.7	0	-16	1	0	92	-1.9	5	-3	-9	-10
CCCCOC(=O)C1=C(C)Nc2ncnn2C1c1cccc(OC)c1 (centres undefined)	-2.4	3	-10	8	-7	-23	-1.5	-7	1	-9	-2
O=C(Nc1ccc(-n2cnnn2)cc1)C1CCC1	1.1	-18	-16	2	-3	-9	2.8	-5	-4	0	0
Cc1cc(NC(c2ccc(Cl)cc2)c2ccc3cccnc3c2O)no1 (centres undefined)	-2.0	0	-11	7	nt	41	-0.1	5	4	101*	-5
Cc1ccc(C)c(SCc2noc(C(=O)NCC3CCCO3)c2C(=O)O)c1 (centres undefined)	0.6	-9	-15	6	nt	5	0.9	9	-1	-4	11
COc1ccc(CNC(=O)C(c2ccco2)N(Cc2ccccc2)C(=O)Cc2cccs2)cc1 (centres undefined)	1.3	-3	-6	-9	14	5	-0.6	-3	2	-14	?
Cc1ccc(NC(=O)COC(=O)[C@H](C)NC(=O)c2ccccc2)cc1S(=O)(=O)N1CCOCC1	-2.2	3	-10	-10	-2	-10	0.6	0	0	-25	-5
C=CCN(C(=O)c1csnn1)C(C(=O)NC1CCCC1)c1ccccc1 (centres undefined)	0.5	-11	-12	5	0	1	-0.8	-3	-5	-4	-6
O=C(CSc1nnc(-c2c[nH]c3ccccc23)o1)N(Cc1ccccc1)c1ccc(F)cc1	-2.8	-13	-9	-3	nt	12	-0.6	8	-6	-34	-8
COC(=O)C1=C(C)N(C)C(C)=C(C(=O)OC)C1c1ccc(C(=O)OC)cc1	-0.6	-6	-16	2	-1	9	-1.0	-4	-2	21	-6
Cc1ccc(NC(=O)C2CCCN(C3=NS(=O)(=O)c4ccccc43)C2)c(O)c1 (centres undefined)	1.7	-1	-5	9	0	29	-0.1	4	4	nt	-7
COc1ccc(CNC(=O)CCS(=O)(=O)Cc2cccc(Cl)c2)c(OC)c1	-0.8	1	-2	-1	20	7	-0.7	8	-1	12	?
COc1ccc(NC(=O)COc2coc(CN3CCc4ccccc43)cc2=O)cc1	0.6	1	-14	-1	-2	5	0.8	-1	-2	-29	1
O=C(NCc1ccc(C(F)(F)F)cc1)C1CC(c2cccc(F)c2)=NO1 (centres undefined)	-0.5	-16	-4	-1	nt	-14	4.1	-1	1	-55	5
N#Cc1c(SCc2ccccc2)sc(C(=O)c2ccccc2)c1N	-0.5	-3	-6	-4	6	-2	-2.0	1	3	9	-1
Cc1ccc2c(cnn2C(=O)CCC(=O)NCc2ccccc2Cl)c1	2.2	-1	7	27	nt	-8	-1.0	-3	4	-3	-5
O=C1CC(c2ccco2)CC(O)=C1C=Nc1cc(Cl)ccc1O (centres undefined)	-1.2	-6	-21	-5	18	16	1.7	-1	-7	10	-13
COC(=O)C1=C(C)N(C(C)c2ccccc2)C(=O)/C1=C\c1ccco1 (centres undefined)	-0.8	2	3	3	28	-2	0.3	-2	-5	24	-20
O=C(NC1CC1)c1ccc(CS(=O)(=O)c2c(Cl)cccc2Cl)o1	-0.9	-1	-1	-5	nt	-6	0.9	-3	2	0	-9
CCCCCc1c(C)nc(NCc2ccccc2)[nH]c1=O	1.5	-8	-4	-3	3	36	1.4	-3	4	-18	-18
Cc1ccc(NC(=O)CSc2nnc(-c3cnccn3)n2Cc2ccco2)cc1C	0.8	-2	7	0	-1	63	0.2	4	-3	nt	-10
CN(C)c1ncnc2c1C(c1ccccc1)C(C)(C)O2 (centres undefined)	-0.4	-4	-18	-3	0	nt	0.5	6	-1	19	2
Cc1cc(OCC(=O)NC(Cc2ccc(Cl)cc2)C(=O)O)c2c(C)c(C)c(=O)oc2c1 (centres undefined)	-0.9	-6	-14	-8	nt	-8	2.7	1	4	9	-6
Cc1oc(=O)c(NC(=O)c2cccc(Cl)c2)cc1C(=O)c1ccccc1	-0.3	-4	-11	4	3	nt	0.5	3	-14	nt	-9
O=C(CSc1ncnc2ccccc12)N1CCCC1	-0.2	-2	12	-71	nt	6	1.1	0	-8	0	-11
O=C(Nc1ccc(F)cc1)C(Sc1nc2ccccc2[nH]1)c1ccccc1 (centres undefined)	-0.5	-5	2	?	-2	-7	-0.9	-1	-4	-10	?
CCCCc1ccc(NS(=O)(=O)c2cccc(C(=O)N3CCNC(=O)C3)c2)cc1	-0.6	1	2	1	-2	nt	0.5	-1	2	nt	-5
O=C(NCc1ccco1)C(c1ccncc1)N(C(=O)Cn1nnc2ccccc21)c1ccccc1 (centres undefined)	1.6	-1	-15	8	-5	6	1.5	6	0	5	-3
COc1ccc(C(=O)OC(C)C(=O)NCC2CCCCC2)cc1S(=O)(=O)N1CCOCC1 (centres undefined)	-1.3	-3	-14	1	nt	-9	0.9	1	3	5	-7
CNC(=O)N(O)C1N(/N=C/c2c(F)cccc2Cl)C(=S)SC1(C)C (centres undefined)	0.6	-3	-2	11	3	230	-3.6	1	4	-3	0
CN(C(=O)c1cccc(Nc2ccc(-c3ccc4c(c3)OCCO4)nn2)c1)C1CCCCC1	2.7	0	-9	7	0	-5	0.6	-4	-6	5	-2
CSc1nc2n(n1)C(c1cccs1)C1=C(CCCC1=O)N2 (centres undefined)	1.0	-5	8	6	0	-1	-1.2	1	1	nt	0
CC(=NCC1CCCO1)c1c(O)[nH]c(=O)[nH]c1=O (centres undefined)	-1.2	4	-5	1	-5	-6	0.0	-2	1	13	9
CCOC(=O)C1CCCN(C(=O)CSc2ccccc2)C1 (centres undefined)	-3.0	-5	-5	14	-2	-3	1.8	4	-4	-12	-14

Screening results (PubChem)
